ARFGAP1 inhibitor = inhibits rat ARF GTPase activating protein 1 | Q62848 | Arfgap1-stimulated ARF1 GTP hydrolysis, GDP FP detection | inhibition, % at 16.5 µM | 360,000 compounds, 0.26% hits | AID 651572;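 active means inhibition above a per-plate limit, mean inhibition of low control wells plus 3 SD, cut at about 25% in these data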;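 further: 0% = DMSO wells with enzyme and 100% = wells lacking Arfgap1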
Target sequence (Q62848 1-136 limits assumed): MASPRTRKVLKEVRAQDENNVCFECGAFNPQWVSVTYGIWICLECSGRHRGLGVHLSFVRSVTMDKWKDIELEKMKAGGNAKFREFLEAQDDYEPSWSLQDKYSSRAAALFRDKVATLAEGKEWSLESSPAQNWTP
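system = rat Arfgap1 catalytic domain, aa 1-136 | technique = FP, GDP Alexa 633 tracer displaced from anti-GDP antibody, 620/688 nm | compound = one concentration, 16.5 µM, DMSO 1.26% | medium = HEPES-based buffer, pH 7.5 | timing = compound-enzyme preincubation 20 min, reaction 120 min, detection 60 min, 25 °C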
KLK7 zymogen act = activators of human kallikrein-7 zymogen; P49862; purified proKLK7, EDANS-DABCYL substrate fluorescence; 100% is mature enzyme control, 0% vehicle; activation, % at 7 µM; 370,000 compounds, 0.9% hits;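 active means activation above the mean of all tested compounds plus 3 SD, computed per campaign excluding outliers beyond control limits, cut at about 13% in these data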
DDE Tn6 FP inh = disrupts Tn6 cyclic peptide binding to fibrin D-Dimer-E complex; P02675; Fibrin DD(E) TRITC-Tn6 fluorescence polarization displacement; inhibition, % at 8.3 µM; 370,000 compounds, 0.21% hits; AID 720509;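 active means inhibition above a per-campaign cutoff: mean of compounds within control limits plus 3 SD, cut at about 15% in these data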;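 further: 0% = median of all compound wells on the plate and 100% = blocking peptide control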
ADAM10 inh = inhibits human ADAM10 | O14672 | recombinant ADAM10, EDANS/DABCYL FRET peptide cleavage, 3 h | inhibition, % at 7 µM | 370,000 compounds, 0.62% hits | AID 720582;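 active means inhibition above a per-campaign cutoff equal to the mean of compounds falling between control-based bounds plus 3 SD, cut at about 20% in these data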;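 further: 0% = DMSO wells while the 100% control is not disclosed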
NPR2 activator = GC-B (human) receptor activation; P20594; HEK293-GC-B cells, CNP EC30, cGMP TR-FRET; 0% at EC30 CNP, 100% saturating CNP; activation, % at 10 µM; 370,000 compounds, 0.11% hits; AID 1920062;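 active means activation at 10 µM reaching about 35% in either raw or pattern-adjusted values, limit read from the data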
GC-A act = GC-A (human) enzyme activation | HEK293 GC-A cells, cGMP TR-FRET, EC30 ANP; 0% at EC30 ANP, 100% saturating ANP | activation, % at 10 µM | 370,000 compounds, 0.14% hits; in the data active means activation above about 40%
sPLA2-III inh = Inhibits HGIII-sPLA2 liposome hydrolysis, primary screen | Q9NZ20 | QFRET BODIPY PC-A2 liposome hydrolysis, fluorescence | inhibition, % at 12.2 µM | 370,000 compounds, 0.56% hits | AID 743126;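 active means inhibition above mean plus 3 SD of compounds lying within the high and low control bounds, cut at about 19% in these data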;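 further: 0% = median of test compound wells and 100% = no enzyme DMSO wells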
Target sequence (Q9NZ20 whole entry, looked up): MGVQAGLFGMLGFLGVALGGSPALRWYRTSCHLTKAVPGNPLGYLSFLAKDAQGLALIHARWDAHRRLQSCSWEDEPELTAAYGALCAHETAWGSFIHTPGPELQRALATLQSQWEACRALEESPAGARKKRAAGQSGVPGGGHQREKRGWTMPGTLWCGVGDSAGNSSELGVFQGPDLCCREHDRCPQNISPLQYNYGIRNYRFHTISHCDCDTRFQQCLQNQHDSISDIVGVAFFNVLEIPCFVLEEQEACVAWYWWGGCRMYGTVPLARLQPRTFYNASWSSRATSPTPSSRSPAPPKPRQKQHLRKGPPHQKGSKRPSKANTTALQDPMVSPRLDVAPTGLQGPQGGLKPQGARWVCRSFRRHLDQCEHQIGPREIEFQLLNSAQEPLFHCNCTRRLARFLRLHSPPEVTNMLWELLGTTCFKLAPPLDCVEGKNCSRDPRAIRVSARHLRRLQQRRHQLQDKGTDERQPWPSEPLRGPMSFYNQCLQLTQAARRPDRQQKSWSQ
ASAP1 GAP inh = blocks human ASAP1-stimulated Arf1 GTP hydrolysis. 360,000 compounds, 0.19% hits. Q9ULH1. AID 624377. inhibition, % at 16.5 µM. GDP FP detection; in the data active means inhibition above about 25%;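 further: 0% = vehicle with enzyme and substrate and 100% = no enzyme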
Target sequence (Q9ULH1 325-724 limits assumed): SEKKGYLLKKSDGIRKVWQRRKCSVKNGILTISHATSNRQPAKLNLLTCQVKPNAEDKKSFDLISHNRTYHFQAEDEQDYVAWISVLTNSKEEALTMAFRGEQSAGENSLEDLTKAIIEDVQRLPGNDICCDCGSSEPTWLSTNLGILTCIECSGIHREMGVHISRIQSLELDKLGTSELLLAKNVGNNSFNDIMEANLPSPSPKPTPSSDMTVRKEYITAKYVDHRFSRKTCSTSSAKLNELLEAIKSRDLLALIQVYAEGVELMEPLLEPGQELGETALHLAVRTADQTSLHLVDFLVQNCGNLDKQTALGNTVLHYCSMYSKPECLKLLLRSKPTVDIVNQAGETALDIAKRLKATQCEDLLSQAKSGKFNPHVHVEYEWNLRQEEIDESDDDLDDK
GAA850 FXN act = increases GAA850 frataxin promoter reporter activity. activation, % at 6 µM. HEK293 lucGAA850 FXN promoter luciferase reporter, 24 h; percent of 10 µM SAHA response. 360,000 compounds, 0.56% hits;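 active means activation above the average of all compounds screened plus 3 SD, cutoff fixed separately per campaign, cut at about 7.5% in these data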;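 further: 0% = DMSO wells and 100% = 10 µM SAHA wells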
rCAG binder = binds r(CAG) RNA repeats. AID 651821. inhibition, % at 3 µM. 370,000 compounds, 1.3% hits. r(CAG) RNA repeat, TO-PRO-1 dye displacement fluorescence;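 active means inhibition above the plate cutoff, the mean of all test compounds on that plate plus 3 SD, cut at about 35% in these data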;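 further: 0% = DMSO alone and 100% = 100 µM mitoxantrone as full dye displacement; higher means more dye released from RNA so lower well fluorescence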
Active calls of the source: *; i = inactive. The order is random; about 4.5% have a hit in one of these screens.

SMILES	ARFGAP1 inhibitor	KLK7 zymogen act	DDE Tn6 FP inh	ADAM10 inh	NPR2 activator	GC-A act	sPLA2-III inh	ASAP1 GAP inh	GAA850 FXN act	rCAG binder
Cc1ccc(NC(=O)CCNC(=O)c2ccc([N+](=O)[O-])cc2)cc1C	-5	-0.2	2	5	4	-5	0	-13	0.2	7
CC(/C=N/Nc1ncc(C)c(=O)[nH]1)=C\c1ccccc1	13	0.5	-3	-1	-4	-3	-3	1	2.7	7
CC(=O)Nc1ccc(SCC(=O)NCC2(N3CCCCC3)CCCCC2)cc1	7	-0.1	1	-1	2	0	-13	-13	0.3	13
O=C(O)c1ccccc1C=NNc1ccccn1	5	-0.3	-3	-8	0	3	8	0	3.1	-2
CN(c1ccccc1)S(=O)(=O)c1cc(C(=O)N2CCN(c3ccccn3)CC2)ccc1Cl	3	0.0	-3	3	1	-2	-9	-12	-1.1	3
O=C1c2ccccc2C(=O)c2cc(NC(=O)C3CC3)ccc21	18	-0.9	-8	-7	1	7	10	-21	4.7	4
COc1ccc(C(=O)c2oc3ccccc3c2N)cc1	-11	-0.1	11	-3	-6	-5	-1	-9	5.7	4
COc1cccc(NC(=O)Cn2c3ccc(OC)cc3c3nc4n(c(=O)c32)CCS4)c1	-5	-0.8	1	-52	-6	4	3	8	1.6	9
Cc1ccc(C)c(NC(=O)CN(C)C(=O)/C=C/c2ccco2)c1	5	-0.4	0	-2	0	-3	-3	6	-1.0	-3
C/C=C\C(=O)Nc1cccc(C2=NOC3(C2)C[C@@H](C(N)=O)N(C(=O)COc2ccc(Cl)cc2)C3)c1 (some centres not stated)	-3	0.5	3	-4	7	3	-15	4	-1.2	5
CCOC(=O)C1(CCCc2ccccc2)CCN(C(=O)C2CCCO2)CC1 (configuration not stated)	10	0.5	-3	-6	-1	0	0	4	1.0	-10
CCCOC(=O)c1ccc(NC(=O)C(=O)NCC2CCCO2)cc1 (configuration not stated)	0	0.1	-3	1	1	4	-3	4	1.1	-4
CCc1ccc(NC(=O)C(C)OC(=O)c2cc(=O)[nH]c3ccc(S(=O)(=O)Nc4ccc(F)cc4)cc23)cc1 (configuration not stated)	2	0.2	-1	-9	0	-1	-5	3	1.4	9
COc1cc(-c2nnc(NC(=O)c3ccco3)o2)cc(OC)c1OC	-12	-0.3	-5	9	1	-1	0	-5	2.8	7
O=C(NCc1ccccc1)c1ccc(CS(=O)(=O)Cc2ccccc2F)o1	14	-0.1	-4	-2	1	-5	-1	6	0.8	-1
COc1ccccc1NS(=O)(=O)c1cccc(NC(=O)Nc2ccc(Cl)cc2)c1	6	0.2	170*	56*	-8	-14	-47	22	1.5	31
C=CCn1c(-c2ccc(N)cc2)nc2ccccc21	7	-0.7	1	-274	-6	1	5	10	4.7	3
Cc1cc(C)cc(NC(=O)C2C3C=CC4(O3)C2C(=O)N(CCN2CCCCC2)C4C(=O)NC2CCCCC2)c1 (configuration not stated)	10	0.9	-1	-4	4	-4	-2	9	-0.8	-7
Cc1ccc2c(c1)N(C(=O)CCC(=O)NC1CCCCCC1)CC(C)O2 (configuration not stated)	2	-0.2	4	-6	3	-5	7	0	-2.0	-3
O=C(Nc1cccc2ccccc12)NC1CC1	-3	-0.8	10	-27	2	1	3	-8	1.7	1
CCCN1C(=O)c2cc(C(=O)O)ccc2C1O (configuration not stated)	-9	-0.5	-2	0	0	1	2	0	-0.8	1
O=C(NC1CCCCCC1)c1ccc(CS(=O)(=O)Cc2ccccc2F)o1	-8	0.3	4	-1	1	-3	-6	1	1.8	-2
COc1ccc(-c2nc3c(c(=O)n(C)c(=O)n3C)n2CC2CC(c3ccccc3)=NO2)cc1OC (configuration not stated)	-14	-0.5	6	-3	6	-2	0	-7	-5.9	2
Cc1ccc2nc(-c3ccsc3)c(NC3CCCC3)n2c1	4	-25	-5	-160	22	16	12	-3	5.8	-2
CCOc1ccc(C(=O)CCC(=O)NNC(=O)c2ccccc2O)cc1	0	-3.5	0	-22	-2	3	9	6	2.2	13
(more compounds)
SMILES	ARFGAP1 inhibitor	KLK7 zymogen act	DDE Tn6 FP inh	ADAM10 inh	NPR2 activator	GC-A act	sPLA2-III inh	ASAP1 GAP inh	GAA850 FXN act	rCAG binder
Cc1cc(C(=O)NNC(=O)c2ccc(NC(=O)CC#N)cc2)c(C)o1	11	-0.9	1	-10	1	-2	-21	-7	1.0	8
CCCc1nnc(NC(=O)CCC(=O)N2CCN(S(=O)(=O)c3ccc(F)cc3)CC2)s1	13	-0.3	7	-3	-5	2	2	0	-0.8	2
COc1ccc(OC)c(-c2cc(C3CCN(c4cc(Cl)nc(N)n4)CC3)[nH]n2)c1	8	-0.1	-3	4	0	-1	-47	7	-3.5	0
O=C1NC(c2ccccc2)CCO1 (configuration not stated)	10	0.4	3	-4	6	0	4	7	1.1	-2
NS(=O)(=O)c1ccc(CCNc2nn3c(-c4ccc(F)c(Cl)c4)cnc3s2)cc1	16	0.7	7	-3	14	7	-25	4	2.8	13
COC(=O)C1=C(O)/C(=C\c2ccc(OCC(=O)Nc3ccc(OC)cc3)cc2)N=C1C	-9	0.2	0	-4	-5	-1	-15	-4	0.1	6
Cc1ccc(S(=O)(=O)N(C)C)cc1NC(=O)CN1C(=O)NC(Cc2ccccc2)C1=O (configuration not stated)	-2	0.5	3	5	0	-2	-5	8	1.7	3
COc1ccccc1CNC(=O)CN1C(=O)NC2(CCCCCC2)C1=O	6	-0.1	-4	-7	2	5	-2	-1	0.2	0
O=C(Nc1ccc2c(c1)OCO2)c1cccc(F)c1	-5	-0.6	-2	-5	-1	4	7	-3	4.6	1
CC(=O)c1ccc(OCCCOc2cccc3cccnc23)cc1	-2	0.4	2	11	1	-5	-6	-9	0.5	-4
C=CCn1c(COc2ccccc2F)nnc1SCC(=O)Nc1cc2oc3ccccc3c2cc1OC	6	-0.1	4	8	-3	-4	-7	14	1.4	5
N#CC(C(=S)Nc1ccccc1)c1nc2ccccc2[nH]1 (configuration not stated)	5	0.5	-3	-1	-5	7	28*	-11	1.9	65*
N#CC1=C(N)OC2=C(C(=O)CCC2)C1c1ccc2c(c1)OCO2 (configuration not stated)	4	-0.2	2	5	5	-1	4	-5	2.0	2
Cc1ccc(NC(=O)CC2SCCNC2=O)cc1Cl (configuration not stated)	-8	-0.6	-4	3	-1	5	4	-9	1.1	1
CCOC(=O)c1ccc(N2C(=O)CC(C)(CC)CC2=O)cc1	1	-0.7	-2	3	1	0	-7	-17	0.2	-3
Cc1ccccc1OCC(=O)OCC(=O)Nc1cc(S(=O)(=O)N2CCCCC2)ccc1Cl	1	-0.1	0	10	1	2	-13	5	0.7	3
CCNC(=O)CC1SC(=Nc2ccc(C)c([N+](=O)[O-])c2)N(C)C1=O (configuration not stated)	-3	0.3	2	1	3	7	7	-3	0.6	-4
NNC(=O)c1ccc(COCC(F)(F)C(F)F)cc1	13	-0.2	3	14	4	0	9	16	-1.0	22
COc1cccc(-c2cc(C(=O)N3CCCCCC3)no2)c1	-8	-0.4	-7	-11	3	-1	0	-9	2.3	-2
COc1ccccc1CN1Cc2cccc3c2[C@@H](CC1=O)[C@H](O)[C@H](O)C3	2	-0.8	-8	7	0	3	4	-3	-0.6	1
CC(=O)c1cccc(NC(=O)C2CCCN2S(=O)(=O)c2ccccc2C(F)(F)F)c1 (configuration not stated)	-1	-0.7	-11	-4	2	-6	3	3	0.1	3
COc1ccc(-c2nc(CN3CCN(C(=O)c4ccco4)CC3)c(C)o2)cc1OC	-2	0.1	-2	-8	5	3	3	-1	1.1	0
Cc1ccccc1C(=O)N/N=C/c1ccsc1C	-18	0.0	6	-2	2	1	7	-4	4.1	-2
Cc1c(C)c2cc(Cl)c(OCC(=O)NCCCN3CCCC3=O)cc2oc1=O	2	0.7	11	-233	1	0	1	-15	1.2	2
Cc1nc(NC(=O)CN2CCN(c3ccccc3F)CC2)sc1C(=O)N(C)C	-1	0.0	8	-1	8	4	8	-3	1.4	-5

Exported in markdown: entries from further up.
| SMILES | ARFGAP1 inhibitor | KLK7 zymogen act | DDE Tn6 FP inh | ADAM10 inh | NPR2 activator | GC-A act | sPLA2-III inh | ASAP1 GAP inh | GAA850 FXN act | rCAG binder |
| --- | --- | --- | --- | --- | --- | --- | --- | --- | --- | --- |
| O=C(Nc1ccc2c(c1)OCO2)c1cccc(F)c1 | -5 | -0.6 | -2 | -5 | -1 | 4 | 7 | -3 | 4.6 | 1 |
| C=CCn1c(COc2ccccc2F)nnc1SCC(=O)Nc1cc2oc3ccccc3c2cc1OC | 6 | -0.1 | 4 | 8 | -3 | -4 | -7 | 14 | 1.4 | 5 |
| NNC(=O)c1ccc(COCC(F)(F)C(F)F)cc1 | 13 | -0.2 | 3 | 14 | 4 | 0 | 9 | 16 | -1.0 | 22 |
| O=C1NC(c2ccccc2)CCO1 (configuration not stated) | 10 | 0.4 | 3 | -4 | 6 | 0 | 4 | 7 | 1.1 | -2 |

Further compounds follow.
SMILES	ARFGAP1 inhibitor	KLK7 zymogen act	DDE Tn6 FP inh	ADAM10 inh	NPR2 activator	GC-A act	sPLA2-III inh	ASAP1 GAP inh	GAA850 FXN act	rCAG binder
COc1ccccc1-c1cn(S(=O)(=O)c2ccc(C)cc2)nc1N	-7	0.2	-6	4	6	-1	-18	-6	1.9	2
N#Cc1cc2c(ccc3ccccc32)oc1=O	-7	-102	1	i	0	5	1	-3	1.1	9
O=C(/C=C/c1ccc(OCCCF)cc1)NCc1cccc(Cl)c1	16	0.5	-3	-3	2	-1	-17	-8	0.5	0
CC/C(O)=C1\C(=O)CC(c2ccccc2)CC1=NCCC(=O)O (configuration not stated)	-1	-0.2	11	7	-1	4	1	-7	0.6	3
O=C(CSc1nnc(CNC(=O)c2ccccc2F)o1)NCC1CCCO1 (configuration not stated)	19	-0.5	0	-10	5	4	7	12	2.3	2
CCOc1ccc2nc(NC(=O)CSc3nc4c(c(=O)n(C)c(=O)n4C)n3C(C)C)sc2c1	13	0.3	-2	8	6	6	-2	16	-1.7	3
Fc1ccc(Nc2nnns2)cc1	3	-0.5	-6	11	2	4	2	-3	0.1	-1
COc1cccc(NC(=O)N2CCCC2C(=O)NC2CCCC2)c1 (configuration not stated)	1	0.1	-6	-4	4	-4	2	2	1.0	0
O=C(NCCc1ccncc1)Nc1ccccc1Cl	4	-0.2	-13	5	2	-3	1	-9	-0.9	1
COc1ccc([C@@H]2[C@@H]3C(=O)N(C(C)(C)C)C(=O)[C@@H]3[C@]3(Cc4ccccc4)C(=O)N(c4ccc(C)cc4)C(=O)N23)cc1	5	-0.1	7	12	3	-1	-9	8	-3.2	-2
Nc1c(N(Cc2ccco2)C(=O)COc2ccccc2Cl)c(=O)[nH]c(=O)n1Cc1ccccc1	-3	0.5	-7	-8	-7	5	2	2	-0.6	14
CN(CC(=O)Nc1ccc(F)cc1)C(=O)c1cc([N+](=O)[O-])ccc1N1CCOCC1	3	0.4	1	3	1	4	-1	2	1.2	0
CCC(=O)NC(Nc1nc(C)cs1)(C(=O)OC)C(F)(F)F (configuration not stated)	-8	0.4	1	7	-3	1	-5	5	0.6	3
Cc1ccc(C)c(NC(=O)NNC(=O)CCc2ccccc2)c1	0	0.1	-4	2	-1	-3	-4	4	1.1	-1

Bioassay records deposited in PubChem by several laboratories.
